# Assay outcomes deposited in PubChem BioAssay by National Center for Advancing Translational Sciences (NCATS).
# pAkt inh: Akt phosphorylation inhibition; Neuro2A IGF-stimulated pAkt S473 HTRF, 20 min; hits give low values; 360,000 compounds, 0.32% hits; activity change, % for hits at 50 µM; in the data active means activity change below about -80%; inconclusive means mostly about -51% to -80%; further: on the % scale 0 is the no-effect control and ±100 the full control effect
#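 Neuro2A cells (4,500/well, DMEM with 0.5% FBS) were treated with compound at a single 50 µM final concentration, stimulated with 6 nM IGF for 20 min at 37 °C, and lysed. Phospho-Akt Ser473 was read by HTRF as 665/615 ratio ×10^4.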
# TGFb inhibitor: TGF-b pathway inhibition; HepG2 CAGA-GFP TGF-b/SMAD3 reporter, GFP fluorescence, 18 h; TGF-beta stimulated, 500 pg/mL final; Potency, µM (doses to about 46.1 µM), inactives show at the top dose activity, negative = inhibition, most hits filed as inhibitors; 410,000 compounds, 1.2% hits; further: potency means the concentration at half of the fitted maximal effect; on the % scale 0 is the no-effect control and ±100 the full control effect; nearly all actives have a fitted effect of over 65% in size
#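 Inhibition of TGF-beta-driven CAGA-GFP reporter expression in HEPG2 cells is measured by cellular GFP fluorescence after 18 h stimulation with 500 pg/mL recombinant TGF-beta in 1% FBS medium at 37 degrees C.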
# Nrf2 block: blocks Nrf2 signaling. A549 ARE-Fluc reporter, luciferase luminescence, 18-24 h. AID 504444. Potency, µM (doses to about 46 µM), for the others: top-dose activity change, negative = inhibition, actives largely listed as inhibitors. 360,000 compounds, 2.1% hits; further: potency means the concentration at half of the fitted maximal effect; on the % scale 0 is the no-effect control and ±100 the full control effect; nearly all actives have a fitted effect of over 60% in size
#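 A549 ARE_Fluc cells, 5000/well, 5% FBS OPTI-MEM; compounds in dose-response, 18-24 h at 37 °C/5% CO2; CellTiter-Fluor viability read (Ex 405/Em 525), then BugLite luciferase luminescence = Nrf2 activity.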
# EPAC2 antagonist: antagonists of human EPAC2; Q8WZA2; EPAC2 GEF exchange of Rap1B-BODIPY-GDP, fluorescence; Potency, µM (top dose mostly 114 µM), for inactives: top-dose activity, negative = inhibition, most hits filed as inhibitors; 360,000 compounds, 0.18% hits; AID 720708; further: potency means the concentration at half of the fitted maximal effect; on the % scale 0 is the no-effect control and ±100 the full control effect; nearly all actives have a fitted effect of over 45% in size; many of its hits are not listed in these tables
# Target sequence (Q8WZA2 whole entry, looked up): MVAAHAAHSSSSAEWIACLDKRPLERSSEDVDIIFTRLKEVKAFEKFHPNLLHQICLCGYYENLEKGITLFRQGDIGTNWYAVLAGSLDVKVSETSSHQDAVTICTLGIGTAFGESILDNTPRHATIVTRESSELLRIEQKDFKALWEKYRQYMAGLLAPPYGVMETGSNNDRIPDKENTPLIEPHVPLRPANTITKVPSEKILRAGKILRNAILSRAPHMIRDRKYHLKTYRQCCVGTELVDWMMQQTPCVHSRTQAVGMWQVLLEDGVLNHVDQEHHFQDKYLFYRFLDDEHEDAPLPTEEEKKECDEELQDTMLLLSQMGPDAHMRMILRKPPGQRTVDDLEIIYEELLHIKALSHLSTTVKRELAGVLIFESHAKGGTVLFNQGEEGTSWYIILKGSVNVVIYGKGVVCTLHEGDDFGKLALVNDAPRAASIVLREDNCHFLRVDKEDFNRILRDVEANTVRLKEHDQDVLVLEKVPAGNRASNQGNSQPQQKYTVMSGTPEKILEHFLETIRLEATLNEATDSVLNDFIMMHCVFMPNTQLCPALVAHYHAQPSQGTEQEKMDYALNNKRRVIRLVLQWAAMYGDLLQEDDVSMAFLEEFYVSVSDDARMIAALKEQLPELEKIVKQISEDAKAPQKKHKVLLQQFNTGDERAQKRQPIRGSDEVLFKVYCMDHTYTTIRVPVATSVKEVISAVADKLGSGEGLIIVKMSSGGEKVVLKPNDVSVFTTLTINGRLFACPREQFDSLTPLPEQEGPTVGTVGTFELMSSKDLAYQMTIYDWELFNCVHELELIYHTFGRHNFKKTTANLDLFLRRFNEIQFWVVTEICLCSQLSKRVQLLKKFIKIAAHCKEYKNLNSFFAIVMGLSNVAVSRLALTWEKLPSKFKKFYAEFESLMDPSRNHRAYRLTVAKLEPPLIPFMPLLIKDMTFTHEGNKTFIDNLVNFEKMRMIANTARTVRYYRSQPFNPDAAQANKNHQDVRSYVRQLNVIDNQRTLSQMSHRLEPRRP
# A549 tox: kills or reduces viability of A549 cells in Nrf2 counter-screen. Potency, µM (doses to about 46 µM), for the others: top-dose activity change, negative = cytotoxicity, hits mostly inhibitors. AID 504648. A549 ARE-Fluc cells, CellTiter-Fluor viability, 18-24 h. 390,000 compounds, 0.16% hits; further: potency means the concentration at half of the fitted maximal effect; on the % scale 0 is the no-effect control and ±100 the full control effect
#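 A549 ARE_Fluc cells in 5% FBS OPTI-MEM were exposed to compounds in concentration-response for 18-24 h at 37 deg C. Viability was read by CellTiter-Fluor fluorescence (Ex 405/Em 525) after 30 min, before the luciferase read.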
# CCT chaperon mod: cytosolic chaperonin activity modulation. AID 651819. activity change, % (test concentration not listed), hits read low. 360,000 compounds, 0.3% hits. purified chaperonin ATPase assay, HTRF ADP detection, 30 min; in the data active means activity change below about -30%; further: on the % scale 0 is the no-effect control and ±100 the full control effect
#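 ATPase activity: ADP formed was measured by HTRF Transcreener (665/615 nm ratio) after 30 min at 37 deg C with 10 uM ATP. Compounds screened at one 76 uM concentration against 40 or 20 nM TRiC in Tris pH 7.4/KCl/MgCl2/DTT buffer.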
# Mm-Cpn inhibitor: M. maripaludis TRiC chaperonin inhibition; purified Mm-Cpn ATPase, ADP Transcreener TR-FRET; Potency, µM (highest dose often 76.9 µM), for inactives: at the highest dose activity, negative = inhibition, most hits filed as inhibitors; 330,000 compounds, 0.031% hits; AID 504842; further: potency means the concentration at half of the fitted maximal effect; on the % scale 0 is the no-effect control and ±100 the full control effect; nearly all actives have a fitted effect of over 80% in size
#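 ATPase turnover read by TR-FRET ADP competition (Eu cryptate antibody/ADP-d2, 665/590 nm): 10uM ATP final, 25nM Mm-CPN final, 30 min 37degC after 10-min compound preincubation, pH 7.4 Tris/KCl/MgCl2/DTT buffer.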
# EPAC2 ag: activates human EPAC2 exchange factor; 360,000 compounds, 0.079% hits; Potency, µM (highest dose often 154 µM), for the others: at the highest dose activation, most hits filed as activators; EPAC2 activation, biochemical qHTS; response scale: 100% = 6.5 mM cAMP response; Q8WZA2; AID 720711; further: potency means the concentration at half of the fitted maximal effect; nearly all actives have a fitted effect of over 50% in size
#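 Compounds were titrated in qHTS against a Rap1B-BODIPY-GDP (250 nM) complex with EPAC2 (100 nM) and GDP (50 uM). BODIPY-GDP release tracked at 480/540 nm over 30 min at room temperature, normalized to 6.5 mM cAMP.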
# Nrf2 activator: Nrf2 pathway activation | AREc32 ARE-luciferase reporter (MCF7-derived line), luminescence, 24 h | Potency, µM (doses to about 46.1 µM), for the others: at the highest dose activation, actives largely listed as activators | 410,000 compounds, 0.31% hits | AID 624171; further: potency means the concentration at half of the fitted maximal effect; % of control where 0% means no effect; nearly all actives have a fitted effect of over 65% in size
#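 Quantitative high-throughput format: AREc32 reporter cells, 1000 per well, received compound by pin transfer and were incubated 24 hr at 37 deg C, 5% CO2, before Steady-Glo luminescence detection.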
# An asterisk follows results filed as active; i = inactive; u = inconclusive; x = not tested or not shown; & = joins results of further samples; [ ] = another dose, or the depositor's remark. Unless noted, the call rests on the fitted dose curve; in most records, active means well fitted curve in the direction sought with a large enough effect; inconclusive means small, poorly fitted or top-dose-only effect, or another doubt; inactive means no such curve, though single readings can be large; an effect the other way counts as inactive or inconclusive. The list is partial, so the mix of outcomes need not match the whole.
Compound	A549 tox	Mm-Cpn inhibitor	CCT chaperon mod	EPAC2 antagonist	EPAC2 ag	TGFb inhibitor	Nrf2 block	Nrf2 activator	pAkt inh
CCNC(=O)CC1C(=O)N(c2ccc(C)cc2)C(=O)N1CCc1sccc1C (stereo not given)	2%	0%	-2.5	3%	-3%	-14%	-9%	-0.1%	i
CCCCNC(=O)C1(C)CCCCN1C(=O)c1ccc2c(c1)C(C)(C)CCC2(C)C (stereo not given)	x	x	-1.3	-20%	2%	u	x	-0.8%	i
CCc1nnc(SC(CC)C(=O)Nc2ccc(OC)c(Cl)c2)c2cc3occc3n12 (stereo not given)	-1%	x	x	x	x	u	u	6.3%	x
COc1ccc(-c2cc(-c3ccc(Cl)cc3)n[nH]2)c(O)c1	1%	-2%	-4.2	3%	13%	u	18%	5.9%	i
CCOC(=O)Cc1csc(NC(=O)CCCCCN2C(=O)c3cccc4cccc(c34)C2=O)n1	1%	x	0.3	18%	-14%	-19%	u	-0.9%	i
COCC1COS(=O)(=O)NC1(C)C (stereo not given)	-5%	0%	-0.4	6%	4%	-12%	-5%	-0.7%	i
COc1ccc(-c2ccccc2NC(=O)C2CCCN(Cc3ccc(C)o3)C2)cc1 (stereo not given)	-16%	-2%	-3.1	-5%	8%	-2%	-3%	2.8%	i
CCC1(C)CC(C(N)=S)CCO1 (stereo not given)	1%	-1%	0.8	16%	0%	19%	1%	-0.5%	i
O=C(Nc1nc(-c2ccc([N+](=O)[O-])cc2)cs1)C1=COCCO1	x	x	-1.2	16%	-3%	31%[activator]	x	12%	i
COc1ccc(S(=O)(=O)N(C)CC(=O)N2CCN(c3ccccc3)CC2)cc1	0%	1%	0.7	9%	1%	7%	-5%	-0.1%	i
Cc1ccc(-n2c(C)cc(C(=O)Cn3nc(C(=O)O)c4ccccc4c3=O)c2C)cc1	0%	-3%	-0.4	-6%	10%	u	u	6.1%	i
CCOC(=O)c1c(NC(C)=O)sc2c1CCCNC2=O	7%	-1%	-0.2	-6%	14%	25%	x	-0.5%	i
CC(C)Oc1cccc(C(=O)N/N=C/c2ccoc2)c1	-3%	-3%	-3.6	-1%	-2%	-4%	17%	0.2%	i
O=S(=O)(CC(CN1CCCC1)N1CCCC1)c1ccc2ccccc2c1 (stereo not given)	u	0%	-1.5	14%	-4%	0%	u	2.2%	i
O=C(CCc1ccccc1)Nc1ccc(S(=O)(=O)N2CCCC2)cc1	-6%	0%	-1.0	-8%	7%	-2%	-23%	0.3%	i
COc1ccc(-c2cc(C(=O)Nc3ccc(Br)cc3)no2)cc1	-9%	0%	-0.3	0%	11%	1%	-25%	0.0%	i
O=C(NCC1CC1)c1onc(CSc2ccc(F)cc2)c1C(=O)NCC1CC1	-12%	1%	-2.4	-17%	7%	16%	-16%	-1.1%	i
CCN(CC)c1ccc(S(=O)(=O)N2CCOCC2)cc1NC(=O)CSc1nncs1	-1%	0%	-0.5	-6%	2%	-4%	-4%	-0.6%	i
CC(=O)c1ccc(NC(=O)CSc2nc(C)cc(C)c2C(N)=O)cc1	-10%	0%	0.4	-9%	9%	-2%	-10%	0.2%	i
Nc1ccc(N(c2ccccc2)c2ccc(N)cc2)cc1	-18%	-2%	1.8	-7%	-4%	-10%	u	-1.1%	i
O=C(NC(=O)c1ccncc1)NC(c1ccccc1)c1ccccc1	18%	0%	-5.8	-4%	-9%	8%	10%	-0.5%	i
C[C@H](NC(=O)C1(c2ccccc2)CCN(C(=O)[C@H]2CSCN2C(=O)OC(C)(C)C)CC1)C(=O)O	-14%	-2%&-1%	-1.3	-1%	2%	-14%	5%	-0.1%	i
Cc1ccccc1Oc1ncnc(N)c1[N+](=O)[O-]	u	-1%	-0.6	1%	2%	1%	-21%	2.5%	i
CC(CC(=O)Nc1ccccc1)n1ccnc1 (stereo not given)	-1%	1%	-1.1	26%	1%	15%	6%	0.1%	i
O=C1CN(S(=O)(=O)c2ccc(Cl)cc2)CC(=O)N1CCc1ccccc1	-17%	1%	1.0	11%	-7%	-24%	12%	-0.7%	i
CCCN(C(=O)c1cc2c(s1)CCC2)c1c(N)n(Cc2ccccc2)c(=O)[nH]c1=O	0%	0%	-1.5	-2%	-3%	11%	0%	0.8%	i
O=C(CN1CCN(c2ccc(F)cc2)CC1)NC(=O)NCc1ccco1	1%	-5%	-0.9	20%	-2%	7%	-8%	0.0%	i
CC1CCCCN1CCCNC(=O)c1ccc(Br)cc1 (stereo not given)	-1%	u	-0.8	-2%	6%	-1%	-5%	-0.3%	i
CCOc1cc(CNCCc2ccc(S(N)(=O)=O)cc2)ccc1OCc1ccc(Cl)cc1	u	1%	-2.6	2%	-5%	u	x	-2.5%	i
CC(=O)c1ccc(Oc2cnccn2)cc1	9%	1%	-4.4	-3%	-6%	0%	6%	-0.3%	i

# In the list so far, two contain fluorine:
Compound	A549 tox	Mm-Cpn inhibitor	CCT chaperon mod	EPAC2 antagonist	EPAC2 ag	TGFb inhibitor	Nrf2 block	Nrf2 activator	pAkt inh
O=C(NCC1CC1)c1onc(CSc2ccc(F)cc2)c1C(=O)NCC1CC1	-12%	1%	-2.4	-17%	7%	16%	-16%	-1.1%	i
O=C(CN1CCN(c2ccc(F)cc2)CC1)NC(=O)NCc1ccco1	1%	-5%	-0.9	20%	-2%	7%	-8%	0.0%	i

# Compound profiles, as listed above. Screens in order: A549 tox	Mm-Cpn inhibitor	CCT chaperon mod	EPAC2 antagonist	EPAC2 ag	TGFb inhibitor	Nrf2 block	Nrf2 activator	pAkt inh
# Entry for CCNC(=O)CC1C(=O)N(c2ccc(C)cc2)C(=O)N1CCc1sccc1C (stereo not given) : 2%	0%	-2.5	3%	-3%	-14%	-9%	-0.1%	i
# Entry for CCOC(=O)Cc1csc(NC(=O)CCCCCN2C(=O)c3cccc4cccc(c34)C2=O)n1 : 1%	x	0.3	18%	-14%	-19%	u	-0.9%	i
# Entry for COc1ccc(-c2cc(C(=O)Nc3ccc(Br)cc3)no2)cc1 : -9%	0%	-0.3	0%	11%	1%	-25%	0.0%	i

# Taken from above:
# For TGFb inhibitor, O=C(NCC1CC1)c1onc(CSc2ccc(F)cc2)c1C(=O)NCC1CC1 shows 16%
# For Nrf2 block, CC1CCCCN1CCCNC(=O)c1ccc(Br)cc1 (stereo not given) shows -5%
# For EPAC2 ag, COCC1COS(=O)(=O)NC1(C)C (stereo not given) shows 4%

# Following part.
Compound	A549 tox	Mm-Cpn inhibitor	CCT chaperon mod	EPAC2 antagonist	EPAC2 ag	TGFb inhibitor	Nrf2 block	Nrf2 activator	pAkt inh
COc1cc(S(=O)(=O)NCc2ccc3c(c2)OCO3)ccc1F	2%	0%	-11	-23%	2%	-3%	-5%	2.8%	i
O=C(O)[C@H]1CCCC[C@H]1C(=O)NCCc1ccccc1	2%	2%	-1.0	-2%	8%	-8%	x	0.3%	i
Cn1c(SCc2cc([N+](=O)[O-])cc3c2OCOC3)nnc1-c1ccccn1	10%	1%	-2.9	-3%	9%	1%	5%	0.3%	i
COc1ccc(N(C(=O)COc2ccccc2)C2C=CS(=O)(=O)C2)c(OC)c1 (stereo not given)	-11%	-1%	-3.1	1%	2%	2%	10%	-0.4%	x
CCOCCCNC(=O)CCCC1=NS(=O)(=O)c2ccccc2N1	4%	1%	-5.3	4%	-1%	6%	-11%	0.0%	i
CCCOc1ccc(/C=C2/C(=O)ON=C2C)cc1Cl	2%	1%	-1.6	u	-7%	-27%	0%	0.1%	i
C=C(C)C(=O)Oc1ccc(N=Nc2ccc(C)cc2)ccc1=O	u	x	-5.9	0%	5%	u	u	u	i
C(=C\c1ccccn1)/c1ccccn1	-3%	4%	-3.3	2%	-6%	-18%	26%	4.8%	i
N#CCCN(C1CCCCC1)S(=O)(=O)CCOc1ccccc1	-5%	-9%	-11	7%[57.1 µM]	0%	0%	11%	0.4%	i
COc1ccc(NC(=O)C2CCCN(S(=O)(=O)c3cccc4cccnc34)C2)cc1OC (stereo not given)	-3%	-1%	-1.4	-10%	9%	-18%	-26%	-0.3%	i
CC(=O)Nc1ccc(C(=O)N/N=C/c2cc(Br)cc(Br)c2O)cc1	-12%	-1%	-0.4	-11%	-5%	u	15µM*	-0.9%	i
O=[N+]([O-])c1nccn1CCCCCCN1CCOCC1	x	x	-1.1	8%	9%	-1%	x	0.5%	i
O=[N+]([O-])c1ccc(NC(=S)N2CCN(c3ccccc3)CC2)cc1	2%	-2%	-1.1	-1%	7%	-4%	0%	-2.3%	i

# Some of the entries above, set out differently.
# Fields: A549 tox, Mm-Cpn inhibitor, CCT chaperon mod, EPAC2 antagonist, EPAC2 ag, TGFb inhibitor, Nrf2 block, Nrf2 activator, pAkt inh
> CCOCCCNC(=O)CCCC1=NS(=O)(=O)c2ccccc2N1
    4%, 1%, -5.3, 4%, -1%, 6%, -11%, 0.0%, i
> CCCOc1ccc(/C=C2/C(=O)ON=C2C)cc1Cl
    2%, 1%, -1.6, u, -7%, -27%, 0%, 0.1%, i
> C=C(C)C(=O)Oc1ccc(N=Nc2ccc(C)cc2)ccc1=O
    u, x, -5.9, 0%, 5%, u, u, u, i
